Assay outcomes (PubChem)
DDE Tn6 FP inh: inhibitors of Tn6 peptide binding to human fibrin DD(E) | 370,000 tested, 0.21% active | P02675 | inhibition, % at 8.3 µM | AID 720509 | Fibrin DD(E) TRITC-Tn6 fluorescence polarization displacement;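 active = inhibition above a per-campaign cutoff: mean of compounds within control limits plus 3 SD, cut at about 15% in these data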;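 also: 0% = median of all compound wells on the plate and 100% = blocking peptide control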
LEDGF integ inh: blocks HIV-1 LEDGF/p75-dependent DNA integration; inhibition, % at 3.7 µM; 370,000 tested, 0.64% active; AID 743269; TR-FRET IN-LEDGF/p75 DNA integration, Eu/Cy5;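 active = inhibition above the screen-wide mean plus 3 SD, cut at about 13% in these data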;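 also: signal is the Cy5 over europium emission ratio at 671 and 618 nm; 0% = plate median of compound wells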
PRMT1 inh: blocks human protein arginine methyltransferase 1 | Q99873 | recombinant PRMT1, activity-based probe fluorescence polarization | inhibition, % at 2.79 µM | 370,000 tested, 1.3% active | AID 652257;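 active = inhibition above about 21% made by adding two undisclosed values, limit read from the data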
Target sequence (Q99873 whole entry, looked up): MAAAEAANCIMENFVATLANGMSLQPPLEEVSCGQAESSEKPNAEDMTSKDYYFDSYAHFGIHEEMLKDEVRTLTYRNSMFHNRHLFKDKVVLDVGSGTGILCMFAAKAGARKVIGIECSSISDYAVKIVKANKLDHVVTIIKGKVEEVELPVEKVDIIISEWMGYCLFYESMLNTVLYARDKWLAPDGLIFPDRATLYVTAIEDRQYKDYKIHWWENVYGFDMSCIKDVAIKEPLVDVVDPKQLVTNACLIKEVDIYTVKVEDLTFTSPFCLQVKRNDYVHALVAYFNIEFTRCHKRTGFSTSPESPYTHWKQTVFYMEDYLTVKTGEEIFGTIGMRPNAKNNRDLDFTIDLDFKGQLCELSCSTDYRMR
TDP2 absorb: TDP2 (human) inhibition, absorbance primary screen | 370,000 tested, 0.34% active | recombinant TDP2, T5PNP hydrolysis, p-nitrophenol absorbance 415 nm | inhibition, % at 12.8 µM | O95551;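 active = inhibition above the mean of all tested compounds plus 3 SD, set per campaign, cut at about 25% in these data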;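 also: 0% = DMSO with enzyme and 100% = buffer with substrate but no TDP2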
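test system = human TDP2 enzyme | input = TDP2 enzyme at 120 nM final | medium = 50 mM Tris-HCl pH 7.5 with Mg2+, KCl, DTT, BSA | also added = T5PNP substrate, 5 mM | times = 2 h at 37 °C | technique = epi absorbance | benchmarks = high control without enzyme, low control DMSO plus TDP2 | replication = each compound tested once, singlicate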
UHRF1 MBD2 ctr: human UHRF1 methylated DNA binding inhibitors | 370,000 tested, 0.75% active | inhibition, % at 4.4 µM | AID 687016 | Q96T88 | UHRF1 binding to methylated oligo, TR-FRET; in the data active = inhibition above about 21%;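 also: UHRF1 SRA domain binding a hemimethylated CpG hairpin DNA probe; 0% = median of test compound wells and 100% = reference inhibitor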
KLK7 zymogen act: activates the human kallikrein-7 zymogen; P49862; purified proKLK7, EDANS-DABCYL substrate fluorescence; 100% is mature enzyme control, 0% vehicle; activation, % at 7 µM; 370,000 tested, 0.9% active;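 active = activation above the mean of all tested compounds plus 3 SD, computed per campaign excluding outliers beyond control limits, cut at about 13% in these data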
TCR-CD3 inh: human TCR-CD3 binding inhibition | 360,000 tested, 0.37% active | inhibition, % at 9.4 µM | TAMRA-labeled TCR probe fluorescence, biochemical | AID 651800; in the data active = inhibition above about 19%;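 also: recombinant mutant TCR 2C K166C tagged with TAMRA read by polarization; 0% = receptor in buffer alone and 100% = receptor with positive control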
SIAE primary: blocks human sialic acid acetylesterase | Q9HAT2 | SIAE FP-Rh probe binding, fluorescence polarization | inhibition, % at 9.66 µM | 370,000 tested, 0.69% active | AID 1053197;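 active = inhibition above a cutoff: mean of compounds within the control limits plus 3 SD of those, cut at about 17% in these data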;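 also: 0% = plate median of compound wells and 100% = probe without SIAE protein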
Target sequence (Q9HAT2 whole entry, looked up): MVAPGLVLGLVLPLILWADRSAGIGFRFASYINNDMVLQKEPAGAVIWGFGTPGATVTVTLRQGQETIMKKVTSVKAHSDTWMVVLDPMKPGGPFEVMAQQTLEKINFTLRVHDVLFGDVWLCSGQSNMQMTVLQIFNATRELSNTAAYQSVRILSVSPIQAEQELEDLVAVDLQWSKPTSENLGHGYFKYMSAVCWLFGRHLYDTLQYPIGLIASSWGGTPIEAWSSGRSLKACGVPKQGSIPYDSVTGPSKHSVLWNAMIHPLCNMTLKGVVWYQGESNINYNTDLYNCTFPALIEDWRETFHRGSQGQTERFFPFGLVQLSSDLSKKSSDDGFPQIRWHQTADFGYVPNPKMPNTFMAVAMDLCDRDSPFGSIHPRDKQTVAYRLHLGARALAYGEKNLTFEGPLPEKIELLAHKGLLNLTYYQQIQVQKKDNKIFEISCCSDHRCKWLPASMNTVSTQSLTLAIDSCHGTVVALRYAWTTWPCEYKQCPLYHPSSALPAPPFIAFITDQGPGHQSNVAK
DDE Tn7 FP inh: disrupts Tn7 cyclic peptide binding to fibrin D-Dimer-E complex | FP displacement of FITC-Tn7 peptide from fibrin DD(E); 0% = median of compound wells per plate | inhibition, % at 8.3 µM | 370,000 tested, 0.13% active | P02675;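 active = inhibition above the mean of compounds falling within the control limits plus 3 SD of them, cut at about 14% in these data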;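 also: 0% = plate median of compound wells and 100% = 10 µM Aha-Tn7 peptide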
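Measure: % inhibition scaled between sample-field median and high-control FP; Test system: human fibrin DD(E); Quantity: 2 µM final DD(E) protein; Doses: one dose, 8.3 µM nominal; Schedule: compound with protein 10 min, then 3 h after probe, room temperature; Detection: fluorescence polarization; Medium: Tris buffer with calcium and detergent, pH 7.8.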
MBD2 inh: blocks human MBD2 binding to methylated DNA; Q9UBB5; TR-FRET, MBD2 binding to methylated oligonucleotide; inhibition, % at 4.4 µM; 370,000 tested, 0.31% active; AID 686964; in the data active = inhibition above about 13%
Active calls of the source: *; · = no result given. Hits appear at their usual frequency. About 4.6% of those tested had a hit in this group.

SMILES | DDE Tn6 FP inh | LEDGF integ inh | PRMT1 inh | TDP2 absorb | UHRF1 MBD2 ctr | KLK7 zymogen act | TCR-CD3 inh | SIAE primary | DDE Tn7 FP inh | MBD2 inh
NC(=O)C1Cc2ccccc2CN1S(=O)(=O)c1ccc(Cl)s1 (stereo not given) | 3 | 0 | -1 | 0 | -2 | -0.1 | 8 | -3 | -1 | -6
Cc1cc(C(=O)NC2CCCC2)c2ccccc2n1 | 10 | -3 | 1 | 3 | 0 | -0.1 | -1 | 1 | 3 | -2
CCn1c(=O)c2sccc2n(CC(=O)NC2CCCC2)c1=O | 3 | -1 | 0 | 13 | 0 | -0.4 | 6 | 5 | 8 | 0
CCCCn1c(N)c(N(CCOC)C(=O)CSc2ccccc2C)c(=O)[nH]c1=O | 8 | 9 | -2 | 9 | -3 | -0.3 | 0 | 7 | 3 | -5
Cc1ccccc1Nc1nc(N)nc(COC(=O)c2cccc(S(=O)(=O)N(C)C)c2)n1 | -5 | 3 | -2 | 5 | 0 | -0.3 | 5 | 3 | 6 | -3
O=C(O)C1CCCCC1C(=O)NCCc1cccc(Cl)c1 (stereo not given) | -6 | -3 | 0 | -11 | 2 | 0.2 | 0 | -1 | -1 | -2
CCC[C@@H]1CCCC/C=C\CCCC(=O)OCCN1C(=O)OC(C)(C)C | -6 | 0 | 1 | -2 | -1 | 0.3 | 7 | 2 | 1 | -3
CCN(CC)S(=O)(=O)c1ccc2c(c1)N(CC(=O)Nc1cccnc1Cl)C(=O)CO2 | -4 | 4 | -6 | -1 | -1 | -0.1 | 4 | 2 | -3 | -1
Cc1nn(-c2ccc([N+](=O)[O-])cc2)c2c1C(c1cccc(Br)c1)N1C(=N2)C(=O)Nc2ccccc21 (stereo not given) | -1 | -2 | 0 | 11 | 2 | -0.2 | -3 | -8 | 1 | -1
COc1cccc(NS(=O)(=O)c2ccc3c(c2)CCCN3C(C)=O)c1 | 1 | -4 | 5 | -15 | 4 | 0.5 | -1 | 1 | 2 | 11
O=C1CN(C(=O)COC(=O)c2ccc(Cl)c(S(=O)(=O)N3CCCCC3)c2)c2ccccc2N1 | 0 | 2 | -2 | 1 | 0 | 0.4 | 15 | 3 | 3 | -3
CCOc1cc(N2CCOCC2)c(OCC)cc1NC(=O)Cc1ccc(OC)c(OC)c1 | -3 | -3 | 1 | 9 | 6 | 0.2 | 3 | 7 | 3 | -4
O=C(NCCc1nc2ccccc2[nH]1)/C(=C/c1ccco1)NC(=O)c1ccc(Br)o1 | -2 | -1 | 0 | -3 | 1 | 0.7 | -5 | -6 | -6 | 1
COc1ccc(/C=C2/SC(=S)N(CCCC(=O)Nc3cccc(O)c3)C2=O)cc1 | -2 | -1 | 4 | -9 | 0 | -0.1 | -4 | -13 | -1 | 4
CCCC(=O)Nc1ccc2c(c1)nc1n2CCOC1 | 6 | 0 | -4 | 5 | 0 | 0.5 | 1 | 5 | 3 | 1
CCOC(=O)CCN(Cc1sccc1C)S(=O)(=O)c1ccc(F)cc1 | -8 | 2 | 0 | 0 | -2 | 0.2 | 9 | 6 | -1 | -2
CC(C)(C)Cc1nnc(NC(=O)CSc2ccccc2)s1 | 3 | 1 | 17 | -3 | 2 | -0.1 | -10 | -1 | -1 | -5
CCOC(=O)C1CCN(C(=O)CNC(=O)c2nn(-c3ccc(OC)c(OC)c3)c(=O)c3ccccc23)CC1 | -7 | 2 | -1 | 6 | -2 | 1.9 | -3 | 6 | -3 | -2
O=C(NC(=S)Nc1ccccc1[N+](=O)[O-])c1ccccc1Cl | -3 | 7 | -1 | -8 | -2 | -0.2 | -3 | -7 | -4 | -2
CCOC(=O)c1[nH]c2cc3c(cc2c1NC(=O)CN1CCc2ccccc2C1)OCO3 | 3 | 1 | 0 | 3 | -3 | -9.7 | -6 | 7 | -4 | -2
Cc1cccc(N2CCN(C(=O)CCC(=O)N3CC(C)Oc4ccc(C)cc43)CC2C)c1 (stereo not given) | -1 | -4 | 0 | -4 | 2 | 0.2 | -9 | 1 | -4 | 3
COCC(=O)N1[C@H](CO)[C@@H](c2ccc(-c3cccnc3)cc2)[C@H]1CN(C)S(=O)(=O)c1ccccc1[N+](=O)[O-] | -4 | 6 | 0 | -10 | -3 | -0.1 | · | 0 | -1 | 0
O=C(CC(c1ccccc1)c1ccccc1)NCC(O)c1ccc([N+](=O)[O-])cc1 (stereo not given) | -4 | -8 | 6 | -3 | 2 | 0.2 | -9 | 1 | 4 | 4
COc1ccc(CN(CC(=O)NCc2ccccc2)C(=O)c2csnn2)cc1 | 0 | -2 | -7 | 6 | -4 | -0.3 | 6 | 6 | 4 | 4
COC(=O)c1c(NC(=O)C2(C)Cc3ccccc3C(=O)O2)sc2c1CCCC2 (stereo not given) | -7 | 2 | 3 | 7 | -3 | -27 | -5 | 4 | -3 | 2
CCCCC(Sc1nc(N)c(NC(=O)c2ccco2)c(=O)[nH]1)C(=O)O (stereo not given) | 3 | 2 | -2 | 26* | 0 | -0.3 | 6 | 4 | 1 | -3
O=C(Nc1cccc(S(=O)(=O)Nc2ccccc2Cl)c1)c1ccc(Cl)nc1 | -2 | -1 | 0 | 3 | -2 | -0.6 | 7 | -7 | -1 | -5
CCOC(=O)/C(C)=N/Nc1nc(-c2ccc(NC(C)=O)cc2)cs1 | -3 | 1 | 1 | 9 | -4 | -0.1 | 1 | 20* | -3 | -1
CN(C)CCCN(C(=O)/C=C/c1cccs1)c1nc2ccc(F)cc2s1 | -1 | 0 | 2 | 9 | -6 | 35* | 3 | -5 | -4 | -8
COc1cccc(CNC(=O)[C@H]2CCCN2C(=O)[C@H]2CCCN2C(=O)c2ccc(Cl)cc2)c1 | -3 | 3 | 0 | 6 | -2 | -0.6 | -1 | 2 | 0 | -4
Cc1ccc(C)c(C(=O)CSc2n[nH]c(-c3ccncc3)n2)c1 | -15 | 3 | 6 | -8 | 9 | 0.0 | -2 | -7 | -4 | 9
COc1ccc(NC(=O)c2cc(-c3ccccc3)nc3c2cnn3C(C)C)cc1 | 1 | 1 | -5 | 8 | 1 | -0.1 | 7 | 5 | 4 | -1
CCC(NS(=O)(=O)c1cnn(CC)c1)c1ccccc1 (stereo not given) | -3 | 1 | -5 | -6 | 2 | -1.0 | 9 | -8 | 3 | -9
Cc1ccc(NC(=O)c2ncn(CCCN3CCN(c4ncccn4)CC3)n2)cc1C | -10 | -1 | 0 | -5 | 1 | -0.1 | 0 | 7 | -2 | 0
COc1ccccc1C(=O)Nc1nnc(S(=O)(=O)N2CCCCCC2)s1 | -4 | -1 | -1 | 5 | 0 | 0.6 | 2 | 9 | 11 | 3
O=C(c1ccc([N+](=O)[O-])cc1[N+](=O)[O-])n1cnc2ccccc21 | 5 | 3 | 1 | 12 | -1 | 0.3 | 6 | -1 | -3 | 0
O=[N+]([O-])c1ccc(CN2CCN(c3ccc([N+](=O)[O-])cc3)CC2)cc1 | -2 | 1 | 8 | 4 | 2 | 0.8 | -4 | 5 | 4 | -1
CC(NC(=O)C1CCCN(S(=O)(=O)c2cccs2)C1)c1ccccc1 (stereo not given) | 4 | 3 | -11 | 4 | 1 | -0.8 | 1 | -3 | -8 | 1
CCOc1ccc2nc(N(CCCN(C)C)C(=O)c3ccc4c(c3)CCCC4)sc2c1 | 4 | 0 | 0 | -7 | -2 | -0.6 | 3 | -2 | 2 | 1
COc1ccccc1NC(=O)Nc1ccnn1Cc1cccs1 | 1 | -2 | 2 | 2 | 0 | 0.2 | 0 | 3 | 7 | 0
O=C1OCCN1C(=O)[C@H]1[C@H](c2ccc([N+](=O)[O-])cc2)C(c2ccccc2)=NN1c1ccc(Br)cc1 | 5 | -5 | 3 | 2 | 2 | -0.7 | -4 | -6 | 4 | 2
COc1ccc(CCN(C)Cc2ccc(OCc3ccccc3)c(OC)c2)cc1OC | 0 | -2 | -1 | 11 | -3 | 0.6 | 5 | 1 | -2 | -3
CCCNC(=O)N1CCN(c2nc(C(C)C)c3c(c2C#N)CC(C)(C)OC3)CC1 | 2 | -4 | 5 | -2 | 3 | -0.8 | -5 | -1 | -4 | -1
O/N=C/c1cc(Br)cc(Br)c1OCc1ccccc1 | 5 | -2 | -1 | -4 | -1 | 0.1 | 8 | -17 | 0 | 1
C/C(=N\NC(=O)COc1cc(C)cc(C)c1)c1cccc(NC(=O)C2CCC2)c1 | 3 | 0 | -3 | 0 | 3 | 0.5 | 1 | 1 | -2 | -5

Look-ups from the results shown.
Reading of `CCCNC(=O)N1CCN(c2nc(C(C)C)c3c(c2C#N)CC(C)(C)OC3)CC1` in DDE Tn6 FP inh: 2
Reading of `COc1ccccc1NC(=O)Nc1ccnn1Cc1cccs1` in KLK7 zymogen act: 0.2

Structural class: the compounds so far with bromine.
SMILES | DDE Tn6 FP inh | LEDGF integ inh | PRMT1 inh | TDP2 absorb | UHRF1 MBD2 ctr | KLK7 zymogen act | TCR-CD3 inh | SIAE primary | DDE Tn7 FP inh | MBD2 inh
Cc1nn(-c2ccc([N+](=O)[O-])cc2)c2c1C(c1cccc(Br)c1)N1C(=N2)C(=O)Nc2ccccc21 (stereo not given) | -1 | -2 | 0 | 11 | 2 | -0.2 | -3 | -8 | 1 | -1
O=C(NCCc1nc2ccccc2[nH]1)/C(=C/c1ccco1)NC(=O)c1ccc(Br)o1 | -2 | -1 | 0 | -3 | 1 | 0.7 | -5 | -6 | -6 | 1
O=C1OCCN1C(=O)[C@H]1[C@H](c2ccc([N+](=O)[O-])cc2)C(c2ccccc2)=NN1c1ccc(Br)cc1 | 5 | -5 | 3 | 2 | 2 | -0.7 | -4 | -6 | 4 | 2
O/N=C/c1cc(Br)cc(Br)c1OCc1ccccc1 | 5 | -2 | -1 | -4 | -1 | 0.1 | 8 | -17 | 0 | 1
